# PAFAH2 FP inh: inhibitors of human PAFAH2 | 340,000 compounds, 0.99% hits | inhibition, % at 3.39 µM | recombinant PAFAH2, FP-rhodamine activity probe, fluorescence polarization | AID 492956;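 active = inhibition above the mean over all tested compounds plus 3 SD, cut at about 30% in these data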;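 also: inhibitors block probe labeling of enzyme so polarization drops; 0% = enzyme with DMSO and 100% = wells lacking PAFAH2 protein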
# PAFAH1B2 FP inh: inhibitors of human PAFAH1B2; 340,000 compounds, 1.2% hits; P68402; recombinant PAFAH1B2, FP-rhodamine activity probe, fluorescence polarization; AID 492953; inhibition, % at 3.39 µM;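 active = inhibition above the mean of all tested compounds plus 3 SD, cut at about 24% in these data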;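 also: 0% = enzyme with DMSO and 100% = wells lacking PAFAH1B2; many of its hits are not listed in these tables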
# Target sequence (P68402 whole entry, looked up): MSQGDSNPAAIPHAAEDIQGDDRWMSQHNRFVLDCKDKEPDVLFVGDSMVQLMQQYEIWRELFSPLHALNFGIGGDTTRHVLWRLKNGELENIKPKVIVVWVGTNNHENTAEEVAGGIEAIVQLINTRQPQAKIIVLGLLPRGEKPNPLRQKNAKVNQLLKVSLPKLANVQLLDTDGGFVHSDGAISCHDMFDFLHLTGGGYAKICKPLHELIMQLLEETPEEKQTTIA
# PAFAH1B3 FP inh: PAFAH1B3 (human) inhibition | Q15102 | recombinant PAFAH1B3, FP-rhodamine probe, fluorescence polarization | inhibition, % at 3.39 µM | 340,000 compounds, 0.28% hits | AID 492972;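 active = inhibition above the screen-wide average of all tested compounds plus 3 SD, cut at about 25% in these data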;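 also: 0% = enzyme with DMSO only and 100% = wells lacking PAFAH1B3 protein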
# Target sequence (Q15102 whole entry, looked up): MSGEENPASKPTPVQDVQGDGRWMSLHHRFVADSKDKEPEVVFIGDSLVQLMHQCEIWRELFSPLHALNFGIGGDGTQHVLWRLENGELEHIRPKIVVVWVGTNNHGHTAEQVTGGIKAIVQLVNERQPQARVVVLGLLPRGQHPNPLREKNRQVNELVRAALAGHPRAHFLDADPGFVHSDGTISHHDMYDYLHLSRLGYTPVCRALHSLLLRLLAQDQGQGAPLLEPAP
# * hit, by the source's call.
SMILES,PAFAH2 FP inh,PAFAH1B2 FP inh,PAFAH1B3 FP inh
C#CCN1C=CC(=O)[C@@H](OC(=O)Nc2ccc(Cl)cc2)[C@H]1c1ccccc1Br,-8,11,12
Cc1ccc(S(=O)(=O)Nc2ccc3ccccc3c2[N+](=O)[O-])cc1,11,2,3
Cc1noc(C(=O)Nc2cccc(Cl)c2)c1Cl,6,2,-6
C[C@H](O)[C@@H]1C(=O)N2CCc3ccc(-c4ccccc4)cc3[C@@H]2C[C@@H]1N(C)C(=O)c1ccc(C#N)cc1,-10,3,1
Clc1ccc(C=NN2CCCCCC2)c(Cl)c1,0,2,5
COc1cc([N+](=O)[O-])ccc1NC(=O)CN1C(=O)NC2(CCCCC2C)C1=O (stereo not drawn),1,2,0
COc1ccc(OC)c(CN2CCN(C(=O)c3cccc(S(=O)(=O)Nc4ccc(F)cc4)c3)CC2)c1,8,-3,3
COC(=O)c1ccc(Cn2cnc3c(Cl)ncnc32)cc1,-1,-1,5
Nc1ncnc(Sc2ncccn2)c1[N+](=O)[O-],6,-6,2
Cc1ccoc1C(=O)N1CCCC(CO)(Cc2ccc(F)cc2)C1 (stereo not drawn),-3,-1,3
O=c1[nH]c(/C=C/c2ccccc2Cl)c([N+](=O)[O-])c(=O)[nH]1,-1,13,14
Cc1cc2cc3c(=O)[nH]c(=O)nc-3n(CC(O)C(O)C(O)CO)c2cc1C (stereo not drawn),1,1,3
Cc1cc(C)c(S(=O)(=O)/N=C2/C=C(SCC(=O)O)C(=O)c3ccccc32)cc1C,30*,22,37*
CCOC(=O)N1CCC2CC1c1cc(-c3cccc(OC)c3)ccc12 (stereo not drawn),1,-3,12
COc1ccc(-c2c(-c3ccc4c(c3)OCO4)c3ccccc3n2C)cc1,8,6,15
O=[N+]([O-])/C(C=Nc1ccccc1O)=C\Nc1ccccc1O,4,9,3
CCOc1ccc(C(=O)O/N=C(\N)c2ccccn2)cc1,7,1,15
CCC(NCc1cccnc1)c1ccc(OC)c(OC)c1 (stereo not drawn),0,3,9
Cc1nc(Nc2ccccc2C)c2cnn(C)c2n1,4,-4,5
CCOC(=O)Nc1csnn1,1,2,4
COc1cc(CCC(N)c2cccc(O)c2)cc(OC)c1OC (stereo not drawn),-2,6,0
Cc1cc(C)cc(CC(CC(=O)Nc2ccc(Cl)cc2)C(=O)O)c1 (stereo not drawn),7,4,2
O=C(NNC(=O)c1cccc2ccccc12)c1ccc(F)cc1,3,2,7
O=C(NCCn1cccn1)C1CCC(=O)N(CCc2cccc(F)c2)C1 (stereo not drawn),-4,0,7
COC(=O)c1ccc(Cn2ccc(=O)[nH]c2=O)cc1,-4,0,12
# Carrying on.
SMILES,PAFAH2 FP inh,PAFAH1B2 FP inh,PAFAH1B3 FP inh
CNC(=S)N/N=C(\C)c1ccc(N2CCOCC2)cc1,3,3,-7
Nc1nc(NC2CCCC2)cc(=O)[nH]1,-3,3,11
O=C(Cc1ccc(NC(=O)C2CCN(C(=O)C3CCC3)CC2)cc1)Nc1cccc(C(=O)N2CCCC2)c1,-1,7,12
CN(Cc1ccccc1)C(=O)c1cccc(NC(=O)Cc2ccc(NC(=O)C3CCCN(C(=O)c4ccccc4)C3)cc2)c1 (stereo not drawn),-1,3,1
Cc1ccc(OCC(=O)Nc2cc(S(=O)(=O)N3CCOCC3)ccc2N2CCCC2)cc1,1,4,2
NC1=NN(c2c(Cl)cc(Cl)cc2Cl)C(=O)C1,4,4,5
O=C1NC(=S)SC1=Cc1ccccc1Br,-4,5,7
C/C(=N\NC(=O)c1cc(-c2ccc(O)cc2)nc2ccccc12)c1cccnc1,-10,-5,1
COc1ccc(OC)c(C(=O)CSc2nc3c(c(=O)n(C)c(=O)n3C)n2C(C)C)c1,1,5,7
CCOc1ccc(N=Nc2ccc(O)c3ncccc23)cc1,-5,3,9
O=C(CNC(=O)c1ccccc1)OCN1C(=O)c2ccccc2C1=O,8,-3,7
CCS(=O)(=O)NCCc1cc2cc(C)c(C)cc2[nH]c1=O,-1,2,1
Oc1ccc2ccccc2c1C=NNc1ccccn1,7,-1,13
CC(C)CC1CCCC12NC(=O)NC2=O (stereo not drawn),-3,7,14
NC(N)=Nc1ccc(N=C(N)N)cc1,-9,6,17
O=C(Nc1cccnc1Cl)c1cccc(S(=O)(=O)N2CCOCC2)c1,4,0,-6
CCC(=O)c1ccc(OCC(=O)OCC(=O)Nc2cccc(S(=O)(=O)N3CCOCC3)c2)cc1,6,1,3
COc1cc(C=c2c3ccccc3n3c2cc(-c2ccccc2)[n+]3C)cc(OC)c1OC,55*,-7,25
N#CC1=C(N)Oc2cc(N)ccc2C1c1ccccc1 (stereo not drawn),3,4,7
O=C(CCNC(=O)c1ccccc1)NC1CCCc2ccccc21 (stereo not drawn),5,6,8
CC1CNC(=S)N(c2ccccc2)C1=O (stereo not drawn),9,2,8
C/C(=N/NC(=O)COc1ccc(C(C)(C)C)cc1)c1ccc(N2CCOCC2)cc1,-4,6,-1
CCN(CC)S(=O)(=O)c1ccc(Cl)c(C(=O)NNC(=O)c2csc(N3CCOCC3)n2)c1,6,3,0
Cc1ccc(S(=O)(=O)NCc2ccccc2)cc1C(=O)N(C)CC(=O)Nc1ccccc1Br,-2,-2,1
Cc1ccc2c(Cl)cc(Cl)c(O)c2n1,4,5,0
# (listing goes on)
SMILES,PAFAH2 FP inh,PAFAH1B2 FP inh,PAFAH1B3 FP inh
CNC(=O)c1cc(S(=O)(=O)NC2CCCCCC2)ccc1C,1,9,3
CCOCCCN(C(=O)c1ccco1)C(C(=O)NC1CCCC1)c1ccc(OC)cc1 (stereo not drawn),11,1,-2
S=C(NCc1ccc(Cl)cc1)NCc1ccco1,2,0,-5
CCN1C[C@@H]2[C@@H]3C(=O)N(C)C(=O)[C@@H]3[C@](Cc3ccccc3)(C1=O)N2C(=O)c1ccc(C(C)(C)C)cc1,10,-3,3
O=C(c1cnc2ccc(Cl)cc2c1Cl)N1CCOCC1,-2,1,0
COc1cccc(CC(NC(C)=O)C(=O)NC2CCN(C(=O)Nc3ccc(C)cc3)CC2)c1 (stereo not drawn),-5,-1,5
Cc1ccc(-c2cc(C(=O)N/N=C/c3c(C)nn(-c4ccccc4)c3C)n[nH]2)s1,-23,-4,-21
Cc1c(F)cccc1NS(=O)(=O)c1ccc(N2CCCC2=O)cc1,1,7,6
CC1CN(c2ccccn2)C(C)CN1C(=S)Nc1ccccc1 (stereo not drawn),12,9,6
COc1cc(-c2cc(OC)c(O)c(OC)c2)cc(OC)c1O,-9,3,5
Cc1ccc(SCCN2CCN(CC(C)C)CCC2=O)cc1,9,8,0
CSCCC(NC(=O)COc1ccccc1)C(=O)N1CCN(c2cccc(C(F)(F)F)c2)CC1 (stereo not drawn),6,7,9
COc1ccc(CNC(=O)c2nccnc2CO)cc1,-6,5,4
Cc1nc(Cl)sc1C(=O)Nc1ccc(F)cc1,-35,-2,4
CCCN(CC(=O)Nc1ccccc1OC)C(=O)Cn1c(=O)oc2ccccc21,-4,5,2
O=C1/C(=C\c2ccc(O)c(O)c2)SC(=S)N1Cc1ccccc1,-1,-199,-9
Cc1cc(C)c(C(=O)c2ccccc2)c(C)c1,6,2,0
COCCN(CC(=O)Nc1cccc(C)c1C)C(=O)c1ccc2c(c1)OCO2,-4,2,3
O=C1C=CC2=C3c4cc(O)c(O)cc4CC3(O)COC2=C1O (stereo not drawn),85*,19,36*
Cc1nnc(NC(=O)CSc2nnc(CNC(=O)c3ccccc3F)n2C(C)C)s1,4,2,2
COc1cccc(C(O)c2nccn2Cc2ccccc2)c1OC (stereo not drawn),13,0,11
Cc1ccc(S(=O)(=O)N(CC(=O)c2ccccc2)C(=O)N2CCN(C)CC2)cc1,-3,5,13
CC(=O)c1ccc(NC(=O)c2ccc(N3CCCC3=O)cc2)cc1,6,4,7
C[C@H](NC(=O)c1cc2c(cn1)[nH]c1ccccc12)C(=O)O,2,0,5
O=C(NC(CO)C(=O)OCc1ccccc1)OCc1ccccc1 (stereo not drawn),0,6,6
# Next records
SMILES,PAFAH2 FP inh,PAFAH1B2 FP inh,PAFAH1B3 FP inh
O=C(CCN1C(=O)c2ccccc2S1(=O)=O)NCc1ccc(F)cc1,4,4,0
O=C(c1nnsc1S(=O)c1ccc(Cl)cc1)N1CCOCC1 (stereo not drawn),8,9,7
O=S(=O)(c1ccc2c(c1)CCC2)N1CCNCC1,-5,3,4
CCc1ccccc1OCC(=O)Nc1ccc(F)c(S(=O)(=O)N2CCOCC2)c1,1,-4,10
CCc1ccc2[nH]c3nc(SCC(=O)NCC4CCCO4)nnc3c2c1 (stereo not drawn),16,1,2
CCC(NC(=O)c1cc(COc2ccc(F)c(F)c2)on1)c1ccncc1 (stereo not drawn),2,3,10
CCOc1ccc(NC(=O)CSc2nc3cccnc3n2CC)cc1,10,3,4
CCCc1c(C)[nH]c2ccc(C(=O)O)cc2c1=S,16,0,11
Cc1ccc(C(=O)N2CCN(c3ncc(C(F)(F)F)cc3Cl)CC2)s1,-7,6,-7
Cc1ccc2c(c1)S(=O)(=O)c1ccc3ccccc3c1N2,-5,-3,2
O=C(O)Cc1ccc(NC(=O)CCN2C(=O)c3ccc([N+](=O)[O-])cc3C2=O)cc1,3,1,5
CC1=C(C(=O)Nc2cccnc2)C(c2ccc(C(C)C)cc2)n2ncnc2N1 (stereo not drawn),-2,3,10
COc1cc(SC)ccc1C(=O)Nc1ccc(OCC(=O)N2CCOCC2)cc1,8,2,5
O=C(c1ccc(NS(=O)(=O)c2ccccc2)cc1)N1CCCCCC1,2,8,5
COc1ccc(OCc2nnc(SC(C)C(=O)Nc3ccc(N4CCOCC4)cc3)n2C)cc1 (stereo not drawn),11,1,4
O=C(CCC1CCCCC1)Nc1cc(Cl)ccc1N1CCOCC1,3,2,-3
CCOC(=O)c1ccc(S(=O)(=O)N2CCC(C(=O)N3CCN(c4ccccc4OC)CC3)CC2)cc1,6,2,8
Cc1ccc(-c2nnn(CC(=O)N(CC(=O)NC3CCCC3)c3ccccc3F)n2)o1,5,2,2
COc1ccc(C2=NN(C(C)=O)C(c3cccs3)C2)cc1OC (stereo not drawn),0,2,8
CN(C)c1ccc2c(c1[N+](=O)[O-])Cc1ccccc1-2,8,4,6
COc1ccc(/C=C2/CCCC(CN(C)C)C2=O)cc1 (stereo not drawn),-2,4,-2
CCCCNC(=O)COC(=O)c1c2c(nc3ccccc13)/C(=C\c1cccs1)CC2,-2,-6,2
CC(=O)C1=C(O)C(=O)N(CCN(C)C)C1c1ccc(Cl)cc1 (stereo not drawn),-1,3,9
CCc1ccc(Cn2ncc3c(C(=O)O)cc(C)nc32)cc1,3,2,2
COc1ccc(-c2csc(NC(=O)CC(NC(C)=O)c3ccccc3)n2)cc1OC (stereo not drawn),3,-5,0

# Marked active in PAFAH2 FP inh, among the entries above:
SMILES,PAFAH2 FP inh,PAFAH1B2 FP inh,PAFAH1B3 FP inh
Cc1cc(C)c(S(=O)(=O)/N=C2/C=C(SCC(=O)O)C(=O)c3ccccc32)cc1C,30*,22,37*
COc1cc(C=c2c3ccccc3n3c2cc(-c2ccccc2)[n+]3C)cc(OC)c1OC,55*,-7,25
O=C1C=CC2=C3c4cc(O)c(O)cc4CC3(O)COC2=C1O (stereo not drawn),85*,19,36*

# Back to the main list, starting three compounds before the break.
SMILES,PAFAH2 FP inh,PAFAH1B2 FP inh,PAFAH1B3 FP inh
CC(=O)C1=C(O)C(=O)N(CCN(C)C)C1c1ccc(Cl)cc1 (stereo not drawn),-1,3,9
CCc1ccc(Cn2ncc3c(C(=O)O)cc(C)nc32)cc1,3,2,2
COc1ccc(-c2csc(NC(=O)CC(NC(C)=O)c3ccccc3)n2)cc1OC (stereo not drawn),3,-5,0
CN1C(=O)N(CC(=O)N2CCN(S(=O)(=O)Cc3ccccc3)CC2)C(=O)C12CCCCC2,1,-1,5
CCOc1ccc(Cn2c(=O)oc3ccccc32)cc1,2,-1,0
O=C(c1cc2ccccc2o1)N1CCN(CCOc2ccccc2)CC1,-1,-1,-2
CC(C)OC(=O)C1OC1(C)c1ccccc1 (stereo not drawn),-5,2,-6
Cc1cccc(C(=O)Nc2nc3ccc(S(C)(=O)=O)cc3s2)c1,7,2,5
COC(=O)c1sc(S(=O)(=O)Oc2ccccc2NC(C)=O)c(C(=O)OC)c1C,8,6,13
O=C(CNC(=O)C1COc2ccccc2O1)Nc1cc(Cl)ccc1Cl (stereo not drawn),-1,1,4
COCC(=O)n1nc(-c2ccc(C)cc2)nc1NCc1ccc(F)cc1,5,0,-1
CC(C)CCN1CC(=O)N2[C@@H](Cc3c([nH]c4ccccc34)C2(C)C)C1=O,4,3,-1
COc1ccccc1N(C)S(=O)(=O)c1ccc(C(=O)NCC(c2ccco2)N2CCCCC2)cc1 (stereo not drawn),4,2,1
Oc1ccc2ccccc2c1CNc1ccccc1,-5,5,-1
Cc1cc2nc(-c3ccccc3O)[nH]c2cc1C,-7,-1,5
CCN(CC(=O)Nc1ccc(NC(C)=O)cc1)C(=O)c1c(C)nn(Cc2ccc(C)cc2)c1Cl,-2,2,3
Cc1cccc(OCCn2ccnc2)c1C,0,-4,2
CCOC(=O)c1cc(N2CCCCC2)nc2ccccc12,0,7,5

# 3 of the compounds above, with values ahead of the structure:
PAFAH2 FP inh | PAFAH1B2 FP inh | PAFAH1B3 FP inh | Structure
2 | -1 | 0 | CCOc1ccc(Cn2c(=O)oc3ccccc32)cc1
-1 | -1 | -2 | O=C(c1cc2ccccc2o1)N1CCN(CCOc2ccccc2)CC1
-5 | 2 | -6 | CC(C)OC(=O)C1OC1(C)c1ccccc1 (stereo not drawn)

# Screens as filed in PubChem BioAssay.

# Not all compounds are listed, so the mix of outcomes need not match the whole.
